Screening data deposited in PubChem by several laboratories.
Rac1 act GTP bind: modulators of GTP binding to human Rac1 activated mutant | percent activity (GTP binding), % at 10 µM | 190,000 compounds, 0.11% hits | P63000 | GST-Rac1 activated beads, fluorescent GTP binding, flow cytometry; actives lie on both sides; 100% means binding = to untreated wells;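 active means GTP binding at least 20 percentage points away from the 100% baseline, in either direction, so actives lie on both sides; inconclusive means Compound likely fluorescent itself, or too few beads counted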
Rab7 wt GTP bind: alters GTP binding to wildtype dog Rab7. GST-Rab7 beads, fluorescent GTP binding, flow cytometry; actives lie on both sides; untreated = 100%, excess cold GTP = 0%. GTP binding activity (percent of control), % at 10 µM. 190,000 compounds, 0.055% hits. AID 758;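 active means fluorescent GTP binding to Rab7 beads changed by at least 20 points from the 100% baseline, either direction, mostly lower; inconclusive means compound itself probably fluorescent, or too few beads counted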;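 further: median green fluorescence of bound Bodipy-FL-GTP per Rab7 bead population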
Cdc42 wt: human Cdc42 wildtype GTP binding change, either direction | P60953 | GST-Cdc42 beads, Bodipy-GTP binding, flow cytometry; actives lie on both sides | percent activity (GTP binding), % at 10 µM | 190,000 compounds, 0.2% hits | AID 761;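 active means percent activity GTP binding at least 20 points away from the 100% baseline, either down as inhibitor or up as activator; inconclusive means compound flagged as likely green fluorescent from well-wide comparison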;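 further: median bead fluorescence of bound Bodipy-FL-GTP at 100 nM; 0% = excess unlabeled GTP control and 100% = no compound control; below 100% means less GTP binding so inhibitor and above means activator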
Target sequence (P60953 whole entry, looked up): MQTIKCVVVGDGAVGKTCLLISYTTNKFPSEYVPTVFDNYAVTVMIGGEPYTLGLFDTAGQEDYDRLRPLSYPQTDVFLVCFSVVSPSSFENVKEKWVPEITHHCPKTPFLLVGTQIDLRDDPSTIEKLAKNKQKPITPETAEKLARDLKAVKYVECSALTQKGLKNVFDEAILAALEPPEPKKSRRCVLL
RGS8-Gao: human RGS8-Galphao interaction regulation | P09471 | multiplexed bead flow cytometry, RGS8-Galphao binding; actives lie on both sides | response (percent of control binding), % at 10 µM | 220,000 compounds, 0.34% hits | AID 1423; in the data active means response below about 60% or above about 140%; inactive means in between;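 further: Galphao activated as the GDP aluminium fluoride complex binding bead-coupled RGS8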
Target sequence (P09471 whole entry, looked up): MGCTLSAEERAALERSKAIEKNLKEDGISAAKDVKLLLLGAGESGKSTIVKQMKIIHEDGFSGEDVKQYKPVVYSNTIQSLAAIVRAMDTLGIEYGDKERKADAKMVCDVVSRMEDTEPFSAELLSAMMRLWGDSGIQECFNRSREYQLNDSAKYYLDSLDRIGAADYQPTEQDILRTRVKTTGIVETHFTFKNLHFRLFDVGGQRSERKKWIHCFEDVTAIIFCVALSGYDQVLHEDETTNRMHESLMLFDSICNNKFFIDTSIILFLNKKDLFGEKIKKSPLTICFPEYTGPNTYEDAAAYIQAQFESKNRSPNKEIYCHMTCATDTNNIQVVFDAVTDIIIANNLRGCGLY
HRas wt GTP: human HRas wildtype GTP binding, change in either direction; GTP binding activity, % at 10 µM; P01112; AID 759; GST-Ras wt beads, Bodipy-FL-GTP binding, flow cytometry; actives lie on both sides; 190,000 compounds, 0.14% hits;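 active means GTP binding activity at least 20% away from the 100% baseline, either lowered as inhibitor or raised as activator; inconclusive means flagged as likely green fluorescent, judged across all proteins in the well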;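 further: 0% = unlabeled GTP competition control and 100% = no-compound control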
Target sequence (P01112 whole entry, looked up): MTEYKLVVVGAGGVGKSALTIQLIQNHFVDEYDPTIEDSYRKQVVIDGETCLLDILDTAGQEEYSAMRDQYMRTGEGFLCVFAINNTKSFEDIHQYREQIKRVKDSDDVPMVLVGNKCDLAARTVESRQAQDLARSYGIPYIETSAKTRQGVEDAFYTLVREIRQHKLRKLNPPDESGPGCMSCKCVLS
Rab2 wt GTP: changes GTP binding to wildtype dog Rab2A, up or down. P61105. GST-Rab2 wt beads, Bodipy-GTP binding, flow cytometry. GTP binding activity, % at 10 µM. 190,000 compounds, 0.19% hits. AID 760;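 active means GTP binding activity at least 20 points away from 100%, either lowered or raised; inconclusive means signal likely due to the compound's own green fluorescence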;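 further: 0% = beads with excess unlabeled GTP and 100% = no-compound control corrected for plate trend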
Mcl1-Noxa inh: Mcl-1/Noxa interaction inhibition; Q07820; TR-FRET Mcl-1/Noxa peptide binding, 2 h; inhibition, % at 21.7 µM; 220,000 compounds, 1.5% hits; AID 1022;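 active means compounds that cut the protein-peptide binding signal by more than 50% relative to plate controls in a single-dose test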;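 further: His-tagged Mcl-1 with rhodamine Noxa BH3 peptide and terbium anti-His antibody; 0% = Mcl-1 plus Noxa peptide wells and 100% = peptide-only wells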
Target sequence (Q07820 whole entry, looked up): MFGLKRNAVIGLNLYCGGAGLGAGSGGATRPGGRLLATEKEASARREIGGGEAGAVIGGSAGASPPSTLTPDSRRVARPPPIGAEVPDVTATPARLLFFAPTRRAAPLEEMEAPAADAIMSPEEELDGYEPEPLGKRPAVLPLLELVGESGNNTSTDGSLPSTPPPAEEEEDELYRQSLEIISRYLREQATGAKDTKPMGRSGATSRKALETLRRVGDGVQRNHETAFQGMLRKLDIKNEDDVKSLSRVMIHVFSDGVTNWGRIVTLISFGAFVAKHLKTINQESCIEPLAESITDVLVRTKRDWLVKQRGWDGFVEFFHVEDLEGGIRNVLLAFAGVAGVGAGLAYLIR
Rac1 wt modul: human Rac1 wildtype GTP binding, inhibitors and activators; P63000; GST-Rac1 beads, fluorescent GTP binding, flow cytometry; actives lie on both sides; 0 = cold GTP competed, 100 = untreated; GTP binding activity (% of control), % at 10 µM; 190,000 compounds, 0.27% hits;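 active means GTP binding activity at least 20 points away from the 100% control level, either lower or higher; inconclusive means compound flagged as likely green fluorescent, judged across all proteins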
Mcl-1 Bim block: inhibitors of Bim-Mcl-1 interaction, human | Q07820 | Bead-based flow cytometry, Bim peptide-Mcl-1 binding | inhibition, % at 10 µM | 190,000 compounds, 0.1% hits; in the data active means inhibition above about 40%;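 further: 0% = no compound tracer wells and 100% = peptide blocker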
Mcl1-Bid inh: disrupts binding of human Mcl-1 to Bid peptide | inhibition, % at 21.7 µM | 220,000 compounds, 0.97% hits | TR-FRET Mcl-1/Bid-Dy647 peptide binding, 1536-well | Q07820;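 active means compounds that cut the binding signal by more than half at the single screening dose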;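 further: His-tagged Mcl-1 with europium anti-His antibody binding Bid BH3 peptide; 0% = Mcl-1 plus peptide wells and 100% = peptide-only wells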
Pf gametocyte: inhibitors of late stage P. falciparum gametocyte viability. 150,000 compounds, 0.065% hits. inhibition, % at 10.9 µM. P. falciparum stage V gametocytes, ATP luminescence, 24 h;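 active means inhibition above the mean plus 3 SD of compounds within the control limits, set per campaign, cut at about 38% in these data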;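 further: 0% = DMSO wells and 100% = medium only without gametocytes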
* = called active by the depositor; ? = inconclusive; . = not tested or not shown.

SMILES | Rac1 act GTP bind | Rab7 wt GTP bind | Cdc42 wt | RGS8-Gao | HRas wt GTP | Rab2 wt GTP | Mcl1-Noxa inh | Rac1 wt modul | Mcl-1 Bim block | Mcl1-Bid inh | Pf gametocyte
CCc1ccc(OCc2nnc(SCCN3CCOCC3)n2CC)cc1 | 94 | 93 | 97 | 101 | 97 | 96 | 34 | 94 | -1 | 58* | -15
O=c1cc(/N=C/c2coc3c(ccc4ccccc43)c2=O)[nH]c(=S)[nH]1 | 89 | 92 | 87 | 101 | 96 | 93 | 74* | 99 | -14 | -85 | -3
Cc1ccc(/C=N/c2sc3c(c2C#N)CCCCC3)o1 | 100 | 100 | 99 | 99 | 102 | 103 | 21 | 102 | 0 | -27 | .
Cc1ccc(OCc2nnc(SCC(=O)NCc3ccco3)n2C)cc1 | 94 | 92 | 92 | 101 | 94 | 92 | -17 | 95 | -2 | -32 | .
CCOc1ccc(-c2nnc(-c3ccco3)o2)cc1 | 97 | 102 | 95 | 99 | 98 | 100 | -10 | 99 | 3 | -16 | .
CCN(CC)CCN1C(=O)C2C3c4ccccc4C(c4ccccc43)C2C1=O (stereo unspecified) | 101 | 103 | 108 | 101 | 105 | 103 | 13 | 110 | -1 | -33 | 10
COc1cc(/C(C#N)=C/c2ccccc2)c([N+](=O)[O-])cc1OC | 99 | 98 | 101 | 103 | 100 | 102 | 4 | 102 | 2 | -12 | -28
Cc1cc(OCC(=O)N2CCCC2)cc(C)c1Cl | 99 | 100 | 100 | 102 | 102 | 99 | -9 | 103 | -3 | -25 | .
CCOc1ccc2nc(SC3CC(=O)N(c4cccc(OC)c4)C3=O)sc2c1 (stereo unspecified) | 98 | 94 | 98 | 104 | 97 | 97 | 24 | 105 | -5 | -38 | 16
c1ccc2cc(CSCc3nc4ccccc4[nH]3)ccc2c1 | 96 | 99 | 95 | 109 | 96 | 97 | 13 | 100 | -8 | -21 | 7
CC(C)c1nc(NCc2ccccc2)c(C#N)c2c1CCCC2 | 99 | 107 | 101 | 101 | 105 | 101 | 7 | 103 | -1 | 10 | 3
O=C(/C=C\c1ccco1)Nc1nc(-c2ccccc2)cs1 | 100 | 102 | 99 | 89 | 102 | 99 | -3 | 101 | -6 | -26 | -26
O=C1c2cccc3c(Nc4ccccc4Cl)c([N+](=O)[O-])cc(c23)C(=O)N1CCO | 101 | 99 | 101 | 103 | 100 | 100 | 23 | 99 | 0 | 14 | -25
Cc1cc(C)c(NS(=O)(=O)c2ccc3c(c2)NC(=O)CC(=O)N3)c(C)c1 | 101 | 97 | 104 | 102 | 101 | 99 | 6 | 103 | -3 | -5 | 18
CCN(CC(=O)Nc1sc2c(c1C#N)CCCC2)CC(=O)NC1CCS(=O)(=O)C1 (stereo unspecified) | ? | ? | ? | 96 | ? | ? | 20 | ? | 1 | -16 | 20
CC(C)CC1C(C#N)=C(N)OC2=C1C(=O)CC(c1ccccc1)C2 (stereo unspecified) | 93 | 93 | 97 | 103 | 96 | 97 | 8 | 99 | 4 | -29 | 24
COC(=O)c1ccc(NC(=O)c2ccc(N(C)S(C)(=O)=O)cc2)cc1 | 97 | 98 | 99 | 103 | 100 | 97 | 12 | 102 | -5 | -2 | .
O=[N+]([O-])/C=C1/CCCCCN1 | 95 | 95 | 94 | 98 | 93 | 94 | 0 | 95 | 2 | -22 | 6
O=C(Cc1cccc2ccccc12)NNC(=O)c1cccs1 | 102 | 93 | 104 | 100 | 104 | 103 | 0 | 102 | -1 | -14 | .
O=C(Nc1nc2ccccc2s1)c1ccccc1 | 94 | 103 | 94 | 100 | 99 | 99 | 14 | 97 | 0 | -18 | -18
CCOc1ccccc1NC(=O)N1CCN(S(C)(=O)=O)CC1 | 94 | 98 | 95 | 101 | 95 | 96 | -17 | 97 | 2 | -28 | .
COc1ccc(C(=O)/C=C/c2ccc(OC)cc2OC)c(O)c1 | 96 | 105 | 96 | 100 | 96 | 96 | 7 | 98 | -6 | 8 | .
Cc1cc(NC(=O)CCN2C(=O)/C(=C/c3ccccc3Cl)SC2=S)no1 | 103 | 102 | 107 | 106 | 100 | 100 | 11 | 107 | -6 | 9 | .
O=C(O)c1ccc(C2NCC(c3ccccc3Cl)c3c2[nH]c2ccccc32)cc1 (stereo unspecified) | 94 | 105 | 95 | 102 | 99 | 102 | 17 | 100 | 0 | -3 | -1
C=CCN1C(=O)C(O)(CC(=O)c2ccc(N)cc2)c2ccccc21 (stereo unspecified) | 96 | 98 | 101 | 98 | 98 | 97 | 37 | 102 | -3 | -14 | .
COc1ccccc1NS(=O)(=O)c1ccc(C)c(C(=O)NCC2CCCO2)c1 (stereo unspecified) | 102 | 97 | 105 | 101 | 101 | 101 | 6 | 107 | 5 | -3 | 8
CCN(CC)S(=O)(=O)c1cc(Br)c(C)cc1OC | 89 | 93 | 91 | 98 | 93 | 90 | . | 86 | -4 | 5 | -3
Fc1cnc(N2CCOCC2)nc1NCc1ccccc1 | 94 | 93 | 95 | 100 | 94 | 91 | 9 | 92 | 1 | -43 | .
CCOc1ccc2nc(SCc3ccc(C(=O)OC)o3)[nH]c2c1 | 89 | 93 | 94 | 104 | 93 | 90 | . | 90 | -1 | -49 | .
CCn1c(SCC(=O)Nc2cc(C)ccc2C)nnc1-c1cnccn1 | 94 | 95 | 98 | 100 | 97 | 94 | -17 | 97 | -2 | -3 | -9
Cc1[nH]c2ccccc2c1C(=O)CSc1nc2cc(S(=O)(=O)N3CCCCC3)ccc2o1 | 98 | 101 | 103 | 100 | 102 | 100 | -35 | 103 | 1 | -56 | -22
O=c1c2cc(-c3ccccc3)sc2ncn1/N=C/c1ccco1 | 100 | 97 | 104 | 97 | 102 | 105 | 1 | 101 | -1 | 49 | .
CSc1nc(-c2ccco2)nn1C(=O)c1ccccc1 | 98 | 96 | 98 | 112 | 100 | 102 | 20 | 99 | -1 | -21 | .
Cc1cc(C)cc(-n2cnc3cc(C(=O)O)ccc32)c1 | 100 | 104 | 105 | 98 | 104 | 103 | 1 | 104 | 4 | -13 | .
CCN(CC)c1ccc(/C=N/NC(=S)NCc2ccc(OC)cc2)cc1 | 99 | 98 | 100 | 100 | 100 | 99 | 2 | 100 | -2 | -116 | 6
Cc1ccc(S(=O)(=O)N2CCOCC2)cc1C(=O)Nc1nc2ccccc2[nH]1 | 94 | 94 | 94 | 92 | 92 | 93 | 0 | 97 | -4 | -25 | 10
COc1ccc(NC(=O)c2cc([N+](=O)[O-])ccc2O)cc1 | 90 | 99 | 94 | 103 | 94 | 94 | 22 | 94 | 1 | -2 | 0
O=C(Nc1ccc2ccccc2c1)c1cn(-c2ccccc2)nc1-c1cccs1 | 98 | 103 | 102 | 104 | 102 | 100 | -34 | 99 | -2 | -13 | 3
CCOc1ccc(N(CC(=O)NCC2CCCO2)C(=O)CCC(=O)Nc2nccs2)cc1 (stereo unspecified) | 96 | 102 | 98 | 103 | 100 | 100 | 4 | 105 | 1 | -42 | 2
O=c1cnnc(SCCc2ccccc2)[nH]1 | 93 | 93 | 95 | 102 | 97 | 93 | -5 | 94 | 0 | -4 | -12
O=C(O)c1cccc(NCc2ccncc2)c1 | 99 | 96 | 102 | 96 | 99 | 99 | 0 | 102 | -3 | -33 | .
Cc1nn(-c2ccccc2)c(C)c1NC(=O)COc1ccc2ccccc2c1 | 98 | 101 | 99 | 100 | 100 | 100 | -16 | 100 | 0 | -31 | .
COC(=O)c1ccc(OCC(=O)Nc2ccsc2C(=O)OC)cc1 | 89 | 92 | 92 | 100 | 91 | 89 | -80 | 88 | 1 | -235 | 9
COc1cccc(N=C2C(=O)N3CCCc4cccc2c43)c1 | 98 | 100 | 100 | 99 | 99 | 98 | 16 | 100 | -3 | -13 | .
O=C(Nc1ccc2nn(-c3ccc(F)cc3)nc2c1)c1cccnc1 | 96 | 107 | 100 | 99 | 101 | 99 | 11 | 99 | -1 | 25 | 0
Cc1cc(C)cc(N(C(=O)c2sc(C)nc2C)C(C(=O)NC(C)(C)C)c2ccncc2)c1 (stereo unspecified) | 98 | 97 | 97 | 99 | 93 | 98 | 25 | 100 | -4 | -14 | 30
O=C(O)CN(Cc1ccco1)S(=O)(=O)c1ccccc1 | 102 | 107 | 108 | 97 | 106 | 104 | 2 | 106 | -3 | -20 | .
C=CCNC(=S)N/N=C/c1cn(-c2ccccc2)nc1-c1ccc(OC)cc1 | 98 | 99 | 103 | 103 | 100 | 99 | -38 | 105 | -5 | -74 | -15
CCNC(=O)c1cccc(S(=O)(=O)N2CCCCCC2)c1 | 99 | 101 | 99 | 104 | 101 | 99 | 12 | 104 | -1 | -3 | 12
Cc1ccc(S(=O)(=O)NC2=NCN(Cc3ccccc3)CN2)cc1 | 101 | 102 | 101 | 112 | 99 | 101 | 6 | 111 | -1 | -31 | 5
O=C(CN1CCN(c2ccccc2O)CC1)Nc1cccnc1Cl | 95 | 100 | 97 | 100 | 96 | 99 | 7 | 101 | 1 | -6 | -6
Cc1nn(Cc2cccc(C(=O)N3N=C(C(F)F)CC3(O)C(F)F)c2)c(C)c1[N+](=O)[O-] (stereo unspecified) | 96 | 98 | 99 | 103 | 99 | 98 | 20 | 100 | -1 | -2 | .
CCN(CC)CCNC(C(=O)Nc1cc(C(F)(F)F)ccc1Cl)c1ccccc1 (stereo unspecified) | 102 | 101 | 104 | 104 | 101 | 101 | 23 | 104 | -3 | -51 | 22
O=C(C[n+]1cccc2ccccc21)c1ccccc1 | 99 | 101 | 103 | 102 | 105 | 99 | 5 | 104 | -2 | -6 | 0
COC(=O)c1sccc1NC(=O)c1cc2c(s1)CCCC2 | 100 | 97 | 103 | 102 | 100 | 101 | 6 | 105 | -4 | -52 | .
O=C(Nc1cccc(F)c1)C1C2C=CC3(CN(CCCN4CCOCC4)C(=O)C13)O2 (stereo unspecified) | 98 | 95 | 103 | 100 | 99 | 98 | -15 | 101 | 0 | -23 | .
C=CCc1c(C)nc(-c2ccccc2)nc1N/N=C(\C)c1ccccc1 | 100 | 97 | 104 | 103 | 101 | 100 | -5 | 104 | -7 | -39 | -5
Cc1csc(=NC(=O)c2ccccc2)n1Cc1ccco1 | 101 | 101 | 103 | 101 | 102 | 105 | 8 | 102 | 3 | -24 | -7
CCOC(=O)N1CCN(c2c(N3CCOCC3)c(=O)c2=O)CC1 | 101 | 106 | 104 | 99 | 103 | 101 | 2 | 105 | -2 | -7 | .
Cc1cccc(C)c1-n1nnnc1SCSc1nnnn1-c1c(C)cccc1C | 100 | 99 | 106 | 105 | 103 | 104 | 4 | 103 | 3 | -4 | -22
